Screens (PubChem BioAssay)
PriA SSB inh – inhibitors of Klebsiella pneumoniae PriA binding to SSB C-terminal tail; AlphaScreen SSBct-PriA binding, biotinylated peptide; inhibition, % at 33 µM; 430,000 compounds, 0.6% hits; in the data active means inhibition mostly above about 37%, no sharp cut-off; inactive means mostly below about 20%;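 further: plate controls were negative control peptide for no effect and reference peptide for full effect; strong numbers were not always called active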
BH1578 lux ind – quorum light induction in luxS cqsA deficient V. cholerae; V. cholerae BH1578 lux reporter, luminescence, 6 h; activation, % at 18.7 µM; 350,000 compounds, 0.16% hits; AID 588436; in the data active means activation mostly above about 9.7%, no sharp cut-off; further: not every result past the cut was called active; inactives centre near 0; reference of the scale not given here
3CLpro inhibitor – SARS-CoV 3CLpro protease inhibition. P0C6X7. recombinant SARS-CoV 3CLpro, quenched FRET peptide cleavage. inhibition, % at 6 µM. 290,000 compounds, 0.14% hits; in the data active means inhibition above about 12%
Y pestis TopoI – Y. pestis Topo-I inhibition via cleavage products. AID 504884. 360,000 compounds, 0.064% hits. activity, % at 10 µM. Y. pestis Topo-I cleavage product accumulation, plate reader; in the data active means activity above about 50%, passing the limit was not always enough; further: inactives centre near 2
VHR inh abs – blocks human VHR1 dual specificity phosphatase; P51452; recombinant VHR phosphatase, pNPP absorbance; 290,000 compounds, 0.52% hits; inhibition, % at 13.3 µM; in the data active means inhibition above about 50%; further: some compounds called inactive have numbers as strong as hits
Target sequence (P51452 whole entry, looked up): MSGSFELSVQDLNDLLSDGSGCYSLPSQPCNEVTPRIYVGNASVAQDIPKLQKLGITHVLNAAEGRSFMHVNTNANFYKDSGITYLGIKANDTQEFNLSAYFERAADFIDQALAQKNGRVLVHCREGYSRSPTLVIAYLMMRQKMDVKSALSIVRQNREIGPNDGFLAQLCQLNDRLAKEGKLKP
MazF activator – MazEF (E. coli) toxin RNase activation; P0AE70; 350,000 compounds, 0.32% hits; activation, % at 20 µM; AID 504720; FAM/BHQ RNA-DNA oligo cleavage fluorescence, 5 h; in the data active means activation above about 50%
Target sequence (P0AE70 whole entry, looked up): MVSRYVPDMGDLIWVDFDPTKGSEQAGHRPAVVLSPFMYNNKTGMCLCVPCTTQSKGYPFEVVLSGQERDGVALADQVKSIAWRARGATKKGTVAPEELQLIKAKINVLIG
PrPC TRFRET – cell surface PrPC inhibition, primary TR-FRET screen. AID 720596. P04156. TR-FRET read-out. inhibition, % at 13.8 µM. 370,000 compounds, 0.43% hits; in the data active means inhibition above about 24%; further: 0% = median of the test wells and 100% = reference compound wells
TcdB GH inh – inhibitors of Clostridioides difficile toxin B glycohydrolase; P18177; TcdB glycohydrolase enzymatic assay, plate reader; inhibition, % at 9.99 µM; 350,000 compounds, 0.24% hits; AID 652162; in the data active means inhibition above about 10%
Rv3671c protease – Rv3671c (M. tuberculosis) protease inhibition; P9WHR9; inhibition, % at 5.96 µM; 320,000 compounds, 0.048% hits; in the data active means inhibition above about 38%;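 further: extracellular domain of Rv3671c used as enzyme; 0% = enzyme with DMSO and 100% = no enzyme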
Target sequence (P9WHR9 whole entry, looked up, the tested form may be a part): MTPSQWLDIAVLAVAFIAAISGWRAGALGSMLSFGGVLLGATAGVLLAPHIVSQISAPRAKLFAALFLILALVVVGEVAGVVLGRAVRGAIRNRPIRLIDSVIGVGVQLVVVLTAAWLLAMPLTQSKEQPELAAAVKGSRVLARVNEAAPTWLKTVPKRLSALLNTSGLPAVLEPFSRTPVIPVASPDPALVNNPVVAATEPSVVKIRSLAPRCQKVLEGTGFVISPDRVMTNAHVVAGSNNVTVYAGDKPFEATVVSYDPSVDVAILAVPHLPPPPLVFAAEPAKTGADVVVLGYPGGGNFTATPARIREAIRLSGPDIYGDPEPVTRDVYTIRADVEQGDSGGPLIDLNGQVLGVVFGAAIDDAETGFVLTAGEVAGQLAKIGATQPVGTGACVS
CCHFV vOTU inh – CCHFV vOTU protease inhibition; 370,000 compounds, 0.55% hits; Pep-AMC fluorescence; AID 651958; inhibition, % at 11.5 µM; in the data active means inhibition above about 30%; further: 0% = vehicle wells with enzyme and 100% = no enzyme wells
* = called active by the depositor; i = inactive; . = no result given; & = joins results of further samples.

No.	molecule	PriA SSB inh	BH1578 lux ind	3CLpro inhibitor	Y pestis TopoI	VHR inh abs	MazF activator	PrPC TRFRET	TcdB GH inh	Rv3671c protease	CCHFV vOTU inh
1	CN(NS(=O)(=O)c1ccc(Br)cc1)c1nc(C(F)(F)F)nc2ccccc12	-2	-0.5	-3	-5	12	-3	11	0.7	3	-7
2	Cc1ccc(NC(=O)NNC(=O)c2cc3ccccc3cc2O)c(C)c1	-1	-3.1	1	-5	6	-3	3	1.0	5	10
3	CCOC(=O)CC(=O)Nc1ccc(Br)cc1C(=O)O	-17	0.5	-1	-7	-4	9	-6	.	0	9
4	CN(C)S(=O)(=O)c1cccc(C(=O)NC2CCCc3ccccc32)c1 (stereo unspecified)	-10	0.3	-2	0	14	5	-5	.	-4	2
5	CCOC(=O)c1c(C)cc(O)cc1O	-8	-0.4	.	-5	.	14	-4	1.3	.	-10
6	C=C(CN(C)C)C(=O)c1cc(C)ccc1C	-3	-5.6	.	18	.	-18	-2	-0.7	.	-4
7	COc1ccc(Cl)cc1NC(=O)CCN1C(=O)C2C3C=CC(C4CC34)C2C1=O (stereo unspecified)	-8	i	-1	5	19	-8	9	-3.2	-8	7
8	O=C(CSc1nnc(NC(=O)c2ccccc2F)s1)NCc1ccco1	-10	0.0	4	4	19	5	2	-0.1	-3	-9
9	CCOc1ccc(C2OC(=O)Cc3cc(OC)c(OC)cc32)cc1 (stereo unspecified)	-9	-0.4	-1	5	-8	4	6	-0.4	-2	6
10	COc1ccc(CCN2C(=O)C(O)=C(C(C)=O)C2c2ccccc2OC)cc1OC (stereo unspecified)	1	-7.1	2	5	23	1	-3	0.6	-9	-15
11	Cc1cc(N2C(=O)C(=O)/C(=C(/O)c3ccc(F)cc3)C2c2ccc(F)cc2)no1 (stereo unspecified)	.	-1.2	-3	2	0	-10	-1	8.2	3	9
12	Cc1ccc2c(c1)C(C)CC(C)(C)N2C(=O)NC1CCCCC1 (stereo unspecified)	-14	0.3	1	-7	-4	-5	4	.	3	-4
13	Cc1ccc(S(=O)(=O)NC2=NCN(C3CCCCC3)CN2)cc1	-11	-0.3	2	-9	36	2	4	.	-4	-5
14	Cc1ccc(NC(=O)CN(C)C(=O)CSc2nc3ccccc3c(=O)n2Cc2ccco2)cc1	-1	i	2	37	-1	6	5	.	-5	17
15	C/C(=N\NC(=O)C(N)=O)c1ccc(OC(F)F)cc1	.	-0.3	1	1	2	-1	4	0.2	-6	-7
16	CN(C(=O)Oc1ccc(F)cc1)c1ccccc1	-42&-17	-0.8	1	-4	-4	-6	-1	-0.2	-2	4
17	COCCN(C(=O)CSc1nnc(-c2ccc(C)cc2)n1N)c1c(N)n(Cc2ccccc2)c(=O)[nH]c1=O	.	-1.6	-6	7	19	3	-3	0.5	7	-8
18	COC(=O)c1ccc(OC)c(Cn2c(=O)n(C)c(=O)c3sccc32)c1	4	0.1	1	3	15	12	.	.	-2	.
19	Cc1cc(C)c(S(=O)(=O)N2CCN(C(=O)CC(C)n3nc(C)nc3C)CC2)c(C)c1 (stereo unspecified)	.	-0.3	.	13	.	2	-5	-0.2	.	-6
20	COC(=O)c1cc(S(=O)(=O)NCc2cccs2)c[nH]1	0	-0.5	-6	-3	23	7	-2	2.1	-8	-3
21	CSCCC(Nc1ccc(S(=O)(=O)N2CCOCC2)cc1[N+](=O)[O-])C(=O)OCC(=O)NCC(C)C (stereo unspecified)	10	-0.2	7	9	0	4	-25	1.8	-9	2
22	Cc1cc(NC(=O)CSC2=NS(=O)(=O)c3cc(Cl)ccc3N2)no1	-1	i	.	4	.	0	7	-0.3	-3	2
23	Cc1cccn2cc(CCNC(=O)c3cccs3)nc12	2&-3	-0.1	6	0	-9	6	-4	0.6	5	-12
24	O=C(NC(=S)N1CCN(C/C=C/c2ccccc2)CC1)c1cccnc1	1	-0.6	4	9	4	-1	3	2.1	-6	-8
25	O=c1onc(-c2ccccc2)n1-c1cc(Cl)cc(Cl)c1	-7	-0.4	.	0	.	7	-6	1.2	0	4
26	Cc1ccc(C(=O)Nc2oc(-c3ccccc3)cc2C#N)cc1	-14	-0.7	-1	-2	-3	2	0	.	-7	14
27	CCC(=O)c1cn(CC(=O)O)c2ccccc12	-23	-0.2	0	2	22	-8	4	-0.5	3	-8
28	COc1cc2nc(N3CCNCC3)nc(N)c2cc1OC	46*	-11	2	-5	-5	-3	4	.	-3	-56
29	CCOC(=O)c1c(-c2cccs2)csc1NC(=O)CC(C)C	-62	-2.0	-6	20	16	-2	-3	.	-2	10
30	O=C(CN(C(=O)c1ccccc1)N1C(=O)CCC1=O)c1cccs1	-6	i	2	5	44	-3	7	-0.9	-8	11
31	c1ccc2c(CN3CCOCC3)c[nH]c2c1	1	i	5	2	9	-2	-5	0.0	1	9
32	COc1cc(SC)ccc1C(=O)OC(C)C(=O)NC1CCCC1 (stereo unspecified)	-17	i	5	12	14	2	1	0.9	.	4
33	CCOC(=O)c1cccc(NC(=O)CN2CCN(c3ccc(OC)cc3)CC2)c1	17	-0.4	1	12	14	9	-2	.	3	0
34	COc1ccccc1Cc1noc(-c2cc(Cl)ccc2OC)n1	-91	-0.4	1	11	-18	-4	-6	.	-3	-9
35	COc1ccc(S(=O)(=O)N2CCCCC2)cc1NC(=O)CCNC(=O)c1ccco1	-11	i	.	0	.	5	-5	1.0	.	16
36	O=c1n(S(=O)(=O)c2cccc3cccnc23)c2ccccc2n1S(=O)(=O)c1cccc2cccnc12	-6	-0.2	5	-2	35	-15	.	0.7	-1	.
37	COc1ccc(C2NCCc3cc(OC)c(OC)cc32)cc1OC (stereo unspecified)	0&-1	.	0	8	7	2	-2	.	0	-7
38	CC(C)(C)C(=O)Nc1c2c(nc3c1CCC3)CCCC2	-14	5.2	2	1	28	-1	0	.	-5	11
39	O=C(Cn1cnc(S(=O)(=O)N2CCCC2)c1)Nc1ccccc1	-5	i	6	1	-3	3	-3	0.1	-7	11
40	O=C1c2ccccc2C(=O)N1CCCCSc1nnc2c(Cl)cc(Cl)cn12	-8	i	1	35	4	7	-21	.	0	0
41	COc1ccccc1C(=O)Nc1ccc(Oc2ncnc3sc(-c4ccccc4)cc23)cc1	-2	-0.7	4	4	32	-39	-1	.	1	-7
42	CCOCc1c(C(=O)OCC(=O)Nc2ccc(C)c(S(=O)(=O)N(C)C)c2)oc2ccccc12	-13	-0.2	5	18	4	-4	-5	-0.1	-36	0
43	Cc1ccc(NC2CC(=O)N(c3ccc(C)cc3)C2=O)cc1 (stereo unspecified)	-1	i	6	-3	37	1	10	.	-7	2
44	CCOCCCNS(=O)(=O)c1ccc2c(c1)OCCO2	-7	i	4	3	19	1	-5	.	3	3
45	Cc1cccn2c(=O)nc(SCC(=O)N3CCCCC3)nc12	-13	10	.	4	.	1	-2	0.0	7	2
46	CCN1C(=O)/C(=C\c2ccncc2)SC1=S	-2	-0.1	0	0	15	8	3	0.9	-3	-1
47	CCCc1c(C(=O)N/N=C/C(C)=C/c2ccco2)nnn1-c1nonc1N	.	i	2	-3	10	3	7	-3.1	-10	5
48	O=C(CC1(O)C(=O)N(Cc2ccc3c(c2)OCO3)c2ccccc21)c1ccccc1 (stereo unspecified)	12	0.7	0	6	-26	12	-16	.	9	9
49	Cc1cccc(-c2n[nH]c(=S)n2/N=C/C=C/c2ccco2)c1	.	-0.2	-3	-6	24	-4	-6	10*	1	10
50	Cc1ccc(NC(=O)Cn2ncc3ccccc32)c(Cl)c1	-16	-0.2	2	-6	27	-16	6	0.2	7	-9

Continuation.
No.	molecule	PriA SSB inh	BH1578 lux ind	3CLpro inhibitor	Y pestis TopoI	VHR inh abs	MazF activator	PrPC TRFRET	TcdB GH inh	Rv3671c protease	CCHFV vOTU inh
51	CCn1c2ccccc2c2cc([N+](=O)[O-])ccc21	-4	0.0	3	7	30	6	-2	0.9	5	-9
52	O=C(O)C1CCCN1C(=O)Oc1ccccc1 (stereo unspecified)	-19	.	0	2	14	1	-6	.	-10	21
53	CCOc1ccc(-c2nonc2NC(=O)c2ccco2)cc1	-15	-0.3	0	5	-4	-2	4	1.1	-6	8
54	O=C(CN1C(=O)NC2(CCCCC2)C1=O)N1CCN(S(=O)(=O)c2ccc(F)cc2)CC1	-8	i	.	2	.	5	6	1.9	16	-2
55	Nc1ccc2nc(-c3cccs3)[nH]c2c1	8	i	-3	-18	13	11	-8	13*	0	-256
56	Cn1nnnc1SCC(=O)NNC(=O)c1ccc(F)cc1	3	i	1	9	12	1	4	2.2	-6	1
57	Cc1ccc(Cl)cc1NC(=O)COC(=O)C12CC3CC(CC(C3)C1)C2	-1	-7.7	-4&4	14&-4	-7&20	-19&-5	3&5	.	-2&-6	9&0
58	Cc1cc(C(=O)CN2C(=O)CCC2=O)c(C)n1Cc1ccccc1	-9	i	0	-12	32	-3	8	.	-5	-13
59	CC1CCN(C(=O)CSc2nnc(-c3cccnc3)o2)CC1	0	i	1	9	18	6	4	1.7	6	-7
60	CC1(C(=O)NS(=O)(=O)c2ccc(C#N)cc2)CCN1C(=O)c1ccccc1CCc1ccccc1 (stereo unspecified)	.	-3.0	.	2	.	.	9	-1.9	.	4
61	CC(C)NC(=O)c1cc(-c2cccs2)nc2ccccc12	-8	i	0	4	11	8	-10	-0.6	-3	-148
62	CCc1cc(C(=O)N2CCCC(CNC(=O)c3ccc(-c4ccccc4)cc3)C2)no1 (stereo unspecified)	-14	-0.1	-3	25	35	0	0	1.1	-5	-9
63	CC(=O)Oc1ccccc1Cn1c(C)c(C(=O)NCc2ccccc2C(F)(F)F)sc1=O	.	-0.5	.	29	.	.	3	-0.3	.	3
64	COCCN(CC(=O)Nc1cc(Cl)ccc1-n1cncn1)Cc1nc2ccccc2c(=O)[nH]1	2	i	.	5	.	2	-4	-1.1	7	1
65	CC(=O)c1cccc(OCc2cc(C(=O)NCc3nc(C)c(C)s3)no2)c1	-2	i	1	4	7	-6	-6	0.1	0	21
66	CCCc1[nH]n(-c2nc3ccccc3s2)c(=O)c1C=NCC1CCCO1 (stereo unspecified)	-8	-1.3	-3	4	15	2	6	1.3	4	0
67	Cc1ccc(NC(=O)/C=C\C(=O)NCC(=O)O)cc1	-5	-0.7	5	3	11	2	3	0.2	-7	1
68	CN(Cc1ccccc1)C(=O)c1[nH]cnc1C(=O)Nc1nccs1	-14	1.8	.	7	.	7	-1	0.7	-2	15
69	CC(=O)Nc1ccc(S(=O)(=O)NCCC(=O)NCc2ccco2)cc1	.	-0.5	.	3	.	8	-8	1.4	.	-17
70	O=C1COc2c1ccc(O)c2O	-11	-3.3	.	-3	.	-2	-2	-38	.	1
71	COc1ccccc1-n1ccnc(SCC(=O)NCCc2ccccc2)c1=O	-4	-0.4	.	-6	.	4	-5	0.3	-3	2
72	Cn1c(=O)[nH]c2ncccc21	-3	-0.2	2	-1	8	-5	6	1.0	-4	-6
73	O=C(NCC1(N2CCCCC2)CCCCC1)C1CC(=O)N(c2ccc3c(c2)OCCO3)C1 (stereo unspecified)	-9	-0.6	2	9	21	-4	10	0.6	2	-6
74	Cc1cc(OCC(=O)NC(C)C)cc(C)c1Br	-12	-0.3	-2	2	-2	-2	10	1.4	-9	-6
75	Cc1cc(NC(=O)COn2nnc3ccccc32)no1	-2	-0.7	-1	-3	14	-7	-2	.	-2	24

Values by screen from the entries so far.
Nos. 57–67 in PriA SSB inh read -1, -9, 0, ., -8, -14, ., 2, -2, -8, -5
Nos. 57–67 in Rv3671c protease read -2&-6, -5, 6, ., -3, -5, ., 7, 0, 4, -7

Of the compounds above, these have a cyano group.
No.	molecule	PriA SSB inh	BH1578 lux ind	3CLpro inhibitor	Y pestis TopoI	VHR inh abs	MazF activator	PrPC TRFRET	TcdB GH inh	Rv3671c protease	CCHFV vOTU inh
26	Cc1ccc(C(=O)Nc2oc(-c3ccccc3)cc2C#N)cc1	-14	-0.7	-1	-2	-3	2	0	.	-7	14
60	CC1(C(=O)NS(=O)(=O)c2ccc(C#N)cc2)CCN1C(=O)c1ccccc1CCc1ccccc1 (stereo unspecified)	.	-3.0	.	2	.	.	9	-1.9	.	4

An excerpt; rates above refer to the full screens.
